TcdB inh = blocks C. difficile toxin B glycohydrolase activity; P18177; TcdB glycohydrolase enzymatic assay, plate reader; inhibition, % at 9.99 µM; 0.24% of 350,000 active; AID 652162; in the data active means inhibition above about 10%
MazEF act = activators of E. coli MazEF toxin-antitoxin RNase | P0AE70 | FAM/BHQ RNA-DNA oligo cleavage fluorescence, 5 h | activation, % at 20 µM | 0.32% of 350,000 active | AID 504720; in the data active means activation above about 50%
Rv3671c inh = inhibits the M. tuberculosis serine protease Rv3671c; inhibition, % at 5.96 µM; 0.048% of 320,000 active; AID 2606; in the data active means inhibition above about 38%;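 further: extracellular domain of Rv3671c used as enzyme; 0% = enzyme with DMSO and 100% = no enzyme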
SARS 3CLpro inh = SARS-CoV 3CLpro protease inhibition; AID 1706; 0.14% of 290,000 active; recombinant SARS-CoV 3CLpro, quenched FRET peptide cleavage; inhibition, % at 6 µM; P0C6X7; in the data active means inhibition above about 12%
Vc quorum ag = quorum light induction in luxS cqsA deficient V. cholerae; V. cholerae BH1578 lux reporter, luminescence, 6 h; activation, % at 18.7 µM; 0.16% of 350,000 active; in the data active means activation mostly above about 9.7%, no sharp cut-off; inconclusive means no clear call, values can overlap the other calls; inactive means mostly below about 3.7%; further: not every result past the cut was called active; inactives centre near 0; reference of the scale not given here
Anthrax LF inh2 = anthrax lethal factor protease inhibition; P15917; multiplex microsphere protease cleavage assay, LF; inhibition, % at 10 µM; 0.12% of 360,000 active; AID 588501; in the data active means inhibition above about 30%; inconclusive means no clear call, values can overlap the other calls; further: plate controls were buffer without enzyme for full effect and enzyme alone for no effect
Target sequence (P15917 whole entry, looked up): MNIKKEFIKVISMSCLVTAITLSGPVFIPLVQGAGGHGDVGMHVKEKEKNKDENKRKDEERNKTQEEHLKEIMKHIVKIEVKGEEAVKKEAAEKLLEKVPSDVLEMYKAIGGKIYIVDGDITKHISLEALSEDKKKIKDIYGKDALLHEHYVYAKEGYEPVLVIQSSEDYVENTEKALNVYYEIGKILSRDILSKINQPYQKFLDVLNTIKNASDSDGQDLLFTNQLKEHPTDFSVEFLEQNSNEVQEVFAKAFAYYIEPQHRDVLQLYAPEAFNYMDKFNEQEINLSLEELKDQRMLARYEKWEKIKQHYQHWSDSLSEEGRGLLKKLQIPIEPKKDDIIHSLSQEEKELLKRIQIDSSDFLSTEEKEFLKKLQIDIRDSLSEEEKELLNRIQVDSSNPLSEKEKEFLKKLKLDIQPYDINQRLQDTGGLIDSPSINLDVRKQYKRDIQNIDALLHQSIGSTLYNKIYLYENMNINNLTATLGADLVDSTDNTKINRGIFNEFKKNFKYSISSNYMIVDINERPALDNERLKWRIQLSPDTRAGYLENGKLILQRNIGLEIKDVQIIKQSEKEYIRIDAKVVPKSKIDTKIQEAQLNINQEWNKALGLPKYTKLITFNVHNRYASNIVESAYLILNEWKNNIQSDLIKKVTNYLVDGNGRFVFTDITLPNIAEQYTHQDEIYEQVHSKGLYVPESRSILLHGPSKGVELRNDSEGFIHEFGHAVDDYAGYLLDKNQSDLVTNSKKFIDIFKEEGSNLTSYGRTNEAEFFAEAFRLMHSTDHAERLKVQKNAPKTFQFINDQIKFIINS
Y pestis TopoI = Y. pestis Topo-I inhibition via cleavage products. Y. pestis Topo-I cleavage product accumulation, plate reader. activity, % at 10 µM. 0.064% of 360,000 active; in the data active means activity above about 50%, passing the limit was not always enough; inconclusive means no clear call, values can overlap the other calls; further: inactives centre near 2
SSB-PriA inh = inhibitors of Klebsiella pneumoniae PriA binding to SSB C-terminal tail | AlphaScreen SSBct-PriA binding, biotinylated peptide | inhibition, % at 33 µM | 0.6% of 430,000 active | AID 1272365; in the data active means inhibition mostly above about 37%, no sharp cut-off; inactive means mostly below about 20%;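 further: plate controls were negative control peptide for no effect and reference peptide for full effect; strong numbers were not always called active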
DUSP3 inh = DUSP3 (human) phosphatase inhibition; recombinant VHR phosphatase, pNPP absorbance; inhibition, % at 13.3 µM; 0.52% of 290,000 active; AID 1654; in the data active means inhibition above about 50%; further: some compounds called inactive have numbers as strong as hits
Target sequence (P51452 whole entry, looked up): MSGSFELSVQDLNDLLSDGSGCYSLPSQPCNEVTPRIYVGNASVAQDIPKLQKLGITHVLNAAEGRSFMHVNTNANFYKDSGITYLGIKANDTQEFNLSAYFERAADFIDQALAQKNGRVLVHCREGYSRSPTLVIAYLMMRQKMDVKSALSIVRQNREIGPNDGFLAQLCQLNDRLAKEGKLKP
PfHsp40 yeast = rescue of PfHsp40-mediated yeast toxicity. S. cerevisiae expressing PfHsp40, growth rescue, ATP luminescence. 0.68% of 340,000 active. growth rescue, % at 12.5 µM; in the data active means growth rescue above about 28%, passing the limit was not always enough; inconclusive means no clear call, values can overlap the other calls;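 further: yeast W303a lacking pdr1 and pdr3 grown in galactose medium; growth measured after three days at 30 °C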
* = called active by the depositor; i = inactive; ? = inconclusive; · = no result given. This is a subset; rates above refer to the full screens.

SMILES | TcdB inh | MazEF act | Rv3671c inh | SARS 3CLpro inh | Vc quorum ag | Anthrax LF inh2 | Y pestis TopoI | SSB-PriA inh | DUSP3 inh | PfHsp40 yeast
CCCc1nc2n[nH]c(N)c2c2c1COC(C)(C)C2 | · | -4 | -10 | 3 | -0.2 | 1 | 0 | -10 | 5 | 0.3
C/C(=N\Nc1nc(N2CCOCC2)nc(N2CCOCC2)n1)c1cccs1 | -0.7 | 12 | 11 | -2 | 0.4 | -4 | -8 | · | 0 | -0.1
Oc1cc(O)c2c(c1)O[C@H](c1ccc(O)c(O)c1)[C@H](O)C2 | · | 45 | 0 | 3 | i | 4 | 7 | -5 | 37 | -1.4
COc1ccc(N2CCN(CCCn3ccc(NC(=O)OCc4ccccc4)nc3=O)CC2)cc1 | 1.3 | 12 | · | · | -2.1 | -8 | 24 | · | · | ·
CC(C)c1onc(C(=O)Nc2cccc(O)c2)c1[N+](=O)[O-] | 1.1 | 13 | 2 | 2 | 0.2 | -2 | 3 | -10 | 18 | -0.2
Cc1ccc(N2C(=O)C(c3c(C)[nH]n(-c4ccccc4)c3=O)(C(F)(F)F)C3=C2CC(C)(C)CC3=O)cc1 (stereo unspecified) | · | 10 | -3 | 5 | -0.6 | 4 | -5 | 16 | 10 | 0.7
CC(Oc1ccccc1)C(=O)NC1C(=O)N2C1SC(C)(C)C2C(=O)O (stereo unspecified) | -0.9 | -13 | -17 | 1 | -0.2 | -2 | -1 | -9 | 36 | 0.4
Cc1ccc(N2C(=O)/C(=C/c3cccnc3)SC2=S)cc1 | 0.8 | 3 | 1 | 5 | -0.1 | -1 | 12 | -1 | 10 | -0.1
CC1(C)Cc2c(sc3nc(SCC(=O)N4CCOCC4)nc(N)c23)CO1 | · | 7 | -13 | -2 | -1.3 | -4 | -5 | -3 | 12 | 0.6
COc1ccc(OCC(=O)Nc2ccc3c(c2)CCC3)cc1 | -0.6 | 5 | -8 | · | -0.4 | -4 | 18 | -8 | · | 2.6
CN1C[C@H]2CON(C)[C@H]2C[C@H]1c1cccc(N2CCOCC2)c1 | 0.4 | -25 | · | · | -1.5 | -8 | -4 | 2 | · | 1.5
CC1(c2ccc3c(c2)OCCCO3)NC(=O)N(CC(=O)NCCc2ccccc2)C1=O (stereo unspecified) | 0.5 | 6 | -4 | · | -1.8 | 0 | -4 | 1 | · | -0.1
O=C(OCc1ccccc1)N1CCC2CC1c1cc(-c3ccc4c(c3)OCO4)ccc12 (stereo unspecified) | -0.9 | -11 | · | · | -0.2 | -1 | 22 | -13 | · | -0.6
CC(=O)Oc1ccc(C(=O)Nc2ccccc2NC(=O)c2ccc(OC(C)=O)cc2)cc1 | -0.1 | 5 | -6 | 4 | 1.2 | 12 | 3 | -7 | 27 | 1.6
CN(Cc1ccco1)C(=O)CN1C(=O)NC2(CCCC2)C1=O | 1.8 | 2 | -6 | · | i | -4 | 2 | -9 | · | -0.8
CS(=O)(=O)c1ccc(-c2sc3ccccc3c2C#CCCO)cc1 | 0.0 | 12 | -5 | · | i | 3 | 26 | -8 | · | 2.2
O=C(/C=C/Nc1ccc(F)cc1F)c1ccco1 | 0.0 | 1 | 1 | 0 | -0.4 | -3 | 0 | -10 | 11 | 0.6
COc1ccc(CC2(CO)CCN(C(C)COc3ccccc3)CC2)cc1 (stereo unspecified) | 1.0 | 4 | 8 | -1 | i | 1 | 6 | -5 | 13 | 0.4
COc1ccc(C2SCC(=O)Nc3c2c(C)nn3-c2ccccc2)cc1 (stereo unspecified) | · | 3 | 7 | -1 | -0.5 | 1 | 2 | -2 | 6 | 0.1
CCN(CC(=O)NCc1ccc(F)cc1)CC(=O)Nc1ccccc1-c1ccccc1 | 8.9 | 4 | -9 | 6 | -0.3 | 3 | 4 | -4 | -8 | -0.7
COc1ccc(C(=O)NC(=S)N2CC(C)OC(C)C2)cc1 (stereo unspecified) | 0.9 | 9 | -8 | 1 | -0.2 | 3 | 2 | -19 | -10 | -2.0
COc1ccc(CCC(C)NC2C3CC4CC(C3)CC2C4)cc1 (stereo unspecified) | · | 3 | · | 1 | -0.3 | -1 | 5 | -10 | 42 | -1.3
COc1ccc(S(=O)(=O)N(CCc2ccccc2)CC(=O)N/N=C/c2ccc3c(c2)OCO3)cc1 | · | -1 | 2 | 1 | 6.8 | -5 | 21 | · | 2 | 0.2
O=C(NC12CC3CC(CC(C3)C1)C2)N1CCN(S(=O)(=O)c2ccc(Cl)cc2)CC1 | · | -10 | 1 | 0 | -0.5 | -2 | -3 | 1 | -4 | 3.0
CN(C(=O)c1ccc(NC(=O)Cc2ccc(NC(=O)C3CCN(C(=O)C4CC4)CC3)cc2)cc1)C1CC1 | 0.8 | 5 | -1 | · | i | -1 | 6 | -8 | · | -1.1
CCc1ccc(NC(=O)CCn2ccnc2C)cc1 | · | 6 | 2 | -2 | -0.4 | 9 | -1 | -7 | -8 | 0.7
COc1ccc(CNC(=O)c2cc(C(C)=O)c[nH]2)cc1 | 0.0 | 8 | -2 | -7 | -0.6 | 2 | 0 | -6 | · | ·
Cc1ccc(CNC(=O)Cc2nc3nc(C)cc(C)n3n2)cc1 | · | 1 | -9 | 4 | -1.0 | -4 | -2 | 4 | 1 | -0.3
CCCCOc1ccc(C(=O)NCC(=O)N(C)CC(=O)Nc2ccc(N3CCOCC3)cc2)cc1 | -0.6 | -1 | 6 | · | i | -4 | 5 | 6 | · | -1.4
CC1(C)CC(=O)CC(C2(O)C(=O)N(Cc3ccccc3)c3ccccc32)O1 (stereo unspecified) | -0.1 | 1 | -7 | -1 | 0.6 | -3 | 4 | -7 | 16 | 0.0
O=C(NCC1CCN(S(=O)(=O)c2ccccc2)CC1)Nc1ccc(F)cc1F | -0.7 | 1 | -2 | 4 | 0.0 | 1 | -7 | -4 | 4 | 1.3
CCOC(=O)c1c(NC(=O)C2CCCN2S(=O)(=O)c2cccc3nsnc23)sc(C)c1C (stereo unspecified) | 1.0 | -9 | · | · | i | 1 | 2 | 4 | · | -0.5
CCOC(=O)c1ccc(NC(=O)Cn2nc(C)c3ccccc3c2=O)cc1 | 0.5 | 8 | -3 | 2 | -0.3 | 9 | 4 | -1 | 0 | 1.6
COc1ccc(-c2c(C)n([O-])c(C)c(-c3ccccc3)[n+]2=O)cc1OC | · | 4 | 5 | 1 | 1.8 | -3 | 8 | -21 | 28 | 2.0
COc1ccccc1NS(=O)(=O)CC12CCC(CC1=O)C2(C)C (stereo unspecified) | · | 3 | -4 | 2 | -1.8 | 0 | 13 | -9 | -8 | -0.8
O=C(CN1CCN(Cc2ccc(Cl)cc2)C1=O)NCc1cccs1 | 2.5 | 12 | 19 | 1 | i | -1 | 4 | 0 | 8 | 0.2
CCOC(=O)N1CCN(C(=S)Nc2cccc(C)c2)CC1 | · | -3 | -3 | -5 | -5.9 | -13 | 7 | 1 | 18 | 0.7
CC(=O)Nc1csc2ccccc12 | 4.6 | -1 | -6 | -3 | i | 4 | -2 | -11 | 40 | 0.0
O=C(NCc1ccc(Cl)cc1Cl)c1ccccn1 | 0.4 | 1 | -11 | 2 | 0.6 | 0 | 7 | -10 | 17 | 0.0
Cc1cccc(C(=O)OCC(=O)c2csc(N3CCCCC3)n2)c1[N+](=O)[O-] | 1.4 | -4 | -8 | · | i | -4 | 34 | 3 | · | 1.3
Cc1ccc(NC(=O)CCCN2C(=O)NC(C)(C)C2=O)cc1 | 5.4 | 1 | 0 | · | -1.3 | -6 | -5 | -20 | · | -1.0
Cc1ccc(S(=O)(=O)N(CC(O)CN(C)C)c2ccccc2)cc1 (stereo unspecified) | · | -5 | 0 | -5 | i | -4 | -2 | -7 | 12 | 0.0
Cc1ccc(NC(=O)CCc2c(C)nn(-c3ccc(N4CCOCC4)nn3)c2C)c(C)c1 | 0.0 | 5 | 1 | -1 | -0.1 | ? | 4 | -3 | -6 | 0.7
Cn1c(SCC(=O)c2ccc3c(c2)Cc2ccccc2-3)nnc1-c1cccc(N)c1 | 1.0 | -4 | -1 | 3 | -0.4 | -1 | 40 | 8 | 32 | -0.7
Cc1csc(NC(=O)CCc2ccc(S(=O)(=O)N3CCOCC3)cc2)n1 | · | -8 | -5 | -5 | -0.6 | 1 | -5 | -9 | 6 | 0.4
c1ccc2oc(-c3[nH]ncc3CN3CCC(N4CCSCC4)CC3)cc2c1 | 0.9 | 6 | -4 | 1 | -0.2 | 0 | 9 | -7 | 21 | -0.8
CN1CCc2cccc3c2[C@@H]1Cc1ccc(O)c(O)c1-3 | · | 3 | -9 | -3 | 1.1 | -31 | -15 | 9 | 12 | 1.1
CCOC(=O)c1ccc(NC(=S)N2CCN(c3ccccn3)CC2)cc1 | 2.1 | 0 | 8 | -1 | i | -16 | 4 | 7 | 16 | -0.3
CSc1nnc2n(C)c3c(c(=O)n12)C1(CCCC1)Cc1ccccc1-3 | · | 7 | 3 | -1 | -0.2 | 2 | 2 | -15 | 10 | 0.6
N=C1/C(=C\c2ccc(Br)o2)C(=O)N=C2SC(CC(=O)N3CCOCC3)=NN12 | 0.6 | -7 | -56 | 4 | -0.5 | -2 | 1 | 3 | -13 | -0.3
C=C(C1=CCN(S(=O)(=O)C(C)(C)C)[C@H]1CCO)c1ccccc1 | -0.4 | 7 | · | · | -0.9 | -4 | 4 | -4 | · | -0.4
COc1cc2cc(C(c3nnnn3C3CCCCC3)N(C)C3CCCCC3)c(=O)[nH]c2cc1OC (stereo unspecified) | · | 0 | -13 | 5 | 2.2 | 2 | -10 | -5 | 29 | -0.7
CN(C(=O)C1CCOC1)c1nnc(-c2cnccn2)s1 (stereo unspecified) | · | 3 | 6 | -5 | -0.2 | -1 | -3 | -2 | 19 | 3.1
CCOc1ccc(Cc2c(Cl)nc(SC)nc2OC)cc1 | · | -5 | 0 | 4 | -0.4 | -2 | -4 | -42 | 22 | -2.1
NCCCNC(=O)c1ccc(/C=N/O)nc1 | · | 10 | 7 | 1 | -1.3 | -5 | -14 | · | -10 | -1.4

Another view of some results above.
Fields – TcdB inh, MazEF act, Rv3671c inh, SARS 3CLpro inh, Vc quorum ag, Anthrax LF inh2, Y pestis TopoI, SSB-PriA inh, DUSP3 inh, PfHsp40 yeast
- CN1CCc2cccc3c2[C@@H]1Cc1ccc(O)c(O)c1-3
→ ·, 3, -9, -3, 1.1, -31, -15, 9, 12, 1.1
- CCOC(=O)c1ccc(NC(=S)N2CCN(c3ccccn3)CC2)cc1
→ 2.1, 0, 8, -1, i, -16, 4, 7, 16, -0.3
- CSc1nnc2n(C)c3c(c(=O)n12)C1(CCCC1)Cc1ccccc1-3
→ ·, 7, 3, -1, -0.2, 2, 2, -15, 10, 0.6
- N=C1/C(=C\c2ccc(Br)o2)C(=O)N=C2SC(CC(=O)N3CCOCC3)=NN12
→ 0.6, -7, -56, 4, -0.5, -2, 1, 3, -13, -0.3
- C=C(C1=CCN(S(=O)(=O)C(C)(C)C)[C@H]1CCO)c1ccccc1
→ -0.4, 7, ·, ·, -0.9, -4, 4, -4, ·, -0.4
- COc1cc2cc(C(c3nnnn3C3CCCCC3)N(C)C3CCCCC3)c(=O)[nH]c2cc1OC (stereo unspecified)
→ ·, 0, -13, 5, 2.2, 2, -10, -5, 29, -0.7
- CN(C(=O)C1CCOC1)c1nnc(-c2cnccn2)s1 (stereo unspecified)
→ ·, 3, 6, -5, -0.2, -1, -3, -2, 19, 3.1
- CCOc1ccc(Cc2c(Cl)nc(SC)nc2OC)cc1
→ ·, -5, 0, 4, -0.4, -2, -4, -42, 22, -2.1
- NCCCNC(=O)c1ccc(/C=N/O)nc1
→ ·, 10, 7, 1, -1.3, -5, -14, ·, -10, -1.4

Screens deposited in PubChem BioAssay by several laboratories.
